Screens from PubChem.
Vif imaging: HIV Vif self-association inhibitors, primary screen, imaging, HEK293T, single point; AID 602346, 2012; HEK293T cells, Vif self-association by quenched fluorescence, 24 h; 0.35% of 340,000 active; inhibition, % at 7.49 µM; in the data active = inhibition above about 50%, passing the limit was not always enough; also: some results filed as inactive read as strong as hits
m5-HT2A agonist: mouse Htr2a agonists via beta-arrestin recruitment, primary screen, cell-based, luminescence | activation, % at 7.6 µM | 0.66% of 360,000 active | 5-hydroxytryptamine receptor 2A (Mus musculus), P35363 | CHO-K1 mHTR2A beta-arrestin complementation; percent of 30 µM serotonin response | AID 624169, 2012;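 active = activation above a run cutoff, the mean activation of all tested compounds plus 3 SD, cut at about 14% in these data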;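 also: 0% = plate median of compound wells and 100% = 30 µM serotonin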
Target sequence (P35363 whole entry, looked up): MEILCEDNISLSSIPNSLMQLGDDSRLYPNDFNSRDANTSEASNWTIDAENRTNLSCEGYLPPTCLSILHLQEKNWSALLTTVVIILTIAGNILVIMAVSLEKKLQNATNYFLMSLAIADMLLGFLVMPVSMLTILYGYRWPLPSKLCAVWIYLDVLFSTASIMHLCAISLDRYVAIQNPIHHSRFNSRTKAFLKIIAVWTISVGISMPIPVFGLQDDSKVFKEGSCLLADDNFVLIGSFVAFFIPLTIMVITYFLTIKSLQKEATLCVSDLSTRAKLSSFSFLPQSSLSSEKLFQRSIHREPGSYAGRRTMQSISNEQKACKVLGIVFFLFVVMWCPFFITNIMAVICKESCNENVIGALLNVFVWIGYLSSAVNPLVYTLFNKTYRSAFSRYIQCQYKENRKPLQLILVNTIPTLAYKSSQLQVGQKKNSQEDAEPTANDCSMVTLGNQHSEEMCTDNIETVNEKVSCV
aDG glyco up: activators of alpha-DG glycosylation, primary screen, uHTS, Pro5-aDG cells, AlphaScreen; alpha-DG glycosylation AlphaScreen (IIH6); 0% Pro5, 100% B10-LARGE cell signal; AID 624168, 2012; activation, % at 10 µM; 0.22% of 360,000 active;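 active = activation of at least 8% versus controls, or a plate z-score of at least 8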;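 also: Pro5 are CHO cells carrying HIG-tagged alpha-DG that lacks glycosylation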
CaV13 FRET inh: Disruptors of the CACNA1D IQ motif to Ca2+-dependent inactivation inhibitor domain association, primary screening, Förster resonance energy transfer in intact living …. inhibition, % at 12.3 µM. AID 743397. 0.098% of 340,000 active. HEK cells, CFP/YFP FRET ICDI-IQ, plate reader, 10 min; percent FRET-ratio fall versus neutral wells;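 active = mean replicate inhibition of at least 30% and at least 1% of replicates passing that level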;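 also: 0% = median of the neutral control wells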
MC4R barr agon: MC4R agonists recruiting beta-arrestin, primary screen, cell-based, luminescence, agonist arm of biased-ligand search. U2OS MC4R beta-arrestin complementation; percent of melanotan II response, DMSO zero. AID 540308, 2011. Melanocortin receptor 4 (Homo sapiens), P32245. 0.98% of 360,000 active. activation, % at 8.9 µM;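 active = activation above a per-plate cutoff, the mean activation of sample wells on that plate plus 3 SD, cut at about 8% in these data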
Target sequence (P32245 whole entry, looked up): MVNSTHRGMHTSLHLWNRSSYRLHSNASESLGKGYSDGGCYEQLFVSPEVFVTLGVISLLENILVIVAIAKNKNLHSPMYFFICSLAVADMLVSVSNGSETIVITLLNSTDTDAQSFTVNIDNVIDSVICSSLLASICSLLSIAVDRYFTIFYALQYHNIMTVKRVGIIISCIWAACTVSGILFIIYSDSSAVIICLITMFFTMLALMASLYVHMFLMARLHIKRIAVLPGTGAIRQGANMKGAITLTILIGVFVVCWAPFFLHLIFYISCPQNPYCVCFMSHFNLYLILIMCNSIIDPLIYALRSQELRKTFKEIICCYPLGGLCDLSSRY
H9c2 protect: cardioprotection against H2O2-induced cell death, primary screen, uHTS, H9c2 cells, ATPLite luminescence; H9c2 cardiomyocytes, H2O2 injury protection, 2 h; AID 588492, 2011; protection from H2O2 cell death, % at 20 µM; 0.63% of 360,000 active;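 active = compounds giving at least 50% protection of heart cells from peroxide-induced death in the single-dose screen, raw or plate-pattern-corrected value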;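 also: 0% = DMSO wells with peroxide and 100% = DMSO wells without peroxide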
Glyco luc inh: increase of ERlucT glycosylation luciferase signal, primary screen, N-linked glycosylation inhibitor project, D54 ERlucT cells, luminescence, set 2; D54 ERlucT glycosylation luciferase reporter, 24 h; percent of 100 nM tunicamycin response; reporter increase, % at 12.5 µM; 0.23% of 360,000 active;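 active = mean luciferase reporter signal, scaled so untreated is 0 and the glycosylation-blocking control 100, at or above a set limit in every replicate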;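 also: luciferase carries N-glycosylation sites so blocking glycosylation raises the light; 0% = median of neutral control wells and 100% = median of 100 nM tunicamycin wells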
MC4R antagonist: MC4R antagonists of cAMP signaling, primary screen, cell-based, TR-FRET, antagonist arm of biased-ligand search; Melanocortin receptor 4 (Homo sapiens), P32245; MC4R-expressing cells, MTII-stimulated cAMP, LANCE TR-FRET; inhibition, % at 6.5 µM; 0.48% of 360,000 active; AID 540295, 2011;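 active = inhibition above its plate's cutoff, the mean of tested wells on that plate plus 3 SD, cut at about 29% in these data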;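 also: 0% = Melanotan II alone and 100% = Melanotan II plus saturating MCL0020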
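System: U2OS-MC4R stable cell line; Technique: Eu-cAMP/anti-cAMP TR-FRET, emission 671 nm; Repeats: single well per compound; Also added: Melanotan II; Dosing: one concentration, 6.5 µM nominal; Schedule: 30-min compound, 1-h challenge, 1-h detection, room temperature.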
PDI turbidity: inhibitors of human PDI, primary screen, biochemical, turbidity, single point, plate reader. Protein disulfide-isomerase (Homo sapiens), P07237. PDI insulin aggregation turbidity, A650, 90 min. inhibition, % at 10 µM. 0.052% of 350,000 active;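 active = mean inhibition across replicates of 30% or more, whatever share of single replicates reach that level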;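 also: absorbance from insulin aggregation driven by PDI reduction with DTT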
ABCB6 inh MLPCN: ABCB6 transporter inhibitors, primary screen, K562-ABCB6 cells, flow cytometry, MLPCN library. AID 602162, 2011. 0.19% of 360,000 active. ATP-binding cassette sub-family B member 6 (Homo sapiens), Q9NP58. fluorescence ratio to DMSO, % at 10 µM. K562-ABCB6 porphyrin accumulation, 1 h; active compounds read low;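 active = fluorescence ratio to DMSO below 75%, the collection mean minus 3 SD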;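 also: signal is porphyrin accumulated inside mitochondria; 100% equals median channel fluorescence of DMSO control wells; lower ratio means ABCB6 inhibition with less porphyrin fluorescence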
* hit, by the source's call; . = no result given.

Preview (11 entries):
SMILES	Vif imaging	m5-HT2A agonist	aDG glyco up	CaV13 FRET inh	MC4R barr agon	H9c2 protect	Glyco luc inh	MC4R antagonist	PDI turbidity	ABCB6 inh MLPCN
Cc1ccc(CNC(=O)C2CCN(S(=O)(=O)c3ccc4c(c3)CC(C)N4C(=O)C3CCC3)CC2)o1 (configuration not stated)	2	0	0.2	-5	-2.0	-3	-4	15	7	98
CC(=O)NC(c1ccccc1)c1nc(-c2cccc(C#N)c2)cs1 (configuration not stated)	10	-4	0.0	-5	-0.7	-1	-2	12	-5	96
Cc1cc(C(=O)O)ccc1NCc1cccnc1	-1	-4	0.0	0	0.3	-3	1	12	4	98
COc1ccc(C2=NNC(c3cccnc3)=Nc3ccccc32)cc1	3	1	-0.2	-14	-1.3	2	-4	16	-5	96
NS(=O)(=O)c1ccc(CCNC(=O)C(=O)NCC2OCCN2S(=O)(=O)c2cccs2)cc1 (configuration not stated)	-8	-8	0.3	-3	-2.1	2	-1	1	-1	97
O=C(c1ccc(Cl)c([N+](=O)[O-])c1)N(Cc1ccccc1)C1CCS(=O)(=O)C1 (configuration not stated)	-1	-2	0.1	-3	0.8	-1	0	17	6	94
CCc1noc(C)c1C(=O)N(CC)CC(=O)NCc1ccc(F)cc1	1	1	-0.3	-11	-0.5	3	-1	4	-5	99
O=C(Nc1cccc(Br)c1)c1ccc(CSc2ccccc2)cc1	5	-5	0.2	-2	3.5	-4	-2	0	-1	102
Cc1ccc(S(=O)(=O)N2CCOCC2)cc1NC(=O)C(c1ccc(Cl)cc1)C(C)C (configuration not stated)	-4	0	0.4	-1	-0.2	3	-3	8	5	98
O=C1C2CCCCN2C(=O)N1CCCCN1CCN(c2cccc(C(F)(F)F)c2)CC1 (configuration not stated)	-4	-6	-0.1	-2	-1.3	8	-2	3	10	102
CCOC(=O)c1c(C)[nH]c(C(=O)Cn2nnc(-c3ccccc3Cl)n2)c1C	-7	0	0.2	1	2.0	-8	-3	4	-3	91

The whole of this part (from the top)
SMILES	Vif imaging	m5-HT2A agonist	aDG glyco up	CaV13 FRET inh	MC4R barr agon	H9c2 protect	Glyco luc inh	MC4R antagonist	PDI turbidity	ABCB6 inh MLPCN
Cc1ccc(CNC(=O)C2CCN(S(=O)(=O)c3ccc4c(c3)CC(C)N4C(=O)C3CCC3)CC2)o1 (configuration not stated)	2	0	0.2	-5	-2.0	-3	-4	15	7	98
CC(=O)NC(c1ccccc1)c1nc(-c2cccc(C#N)c2)cs1 (configuration not stated)	10	-4	0.0	-5	-0.7	-1	-2	12	-5	96
Cc1cc(C(=O)O)ccc1NCc1cccnc1	-1	-4	0.0	0	0.3	-3	1	12	4	98
COc1ccc(C2=NNC(c3cccnc3)=Nc3ccccc32)cc1	3	1	-0.2	-14	-1.3	2	-4	16	-5	96
NS(=O)(=O)c1ccc(CCNC(=O)C(=O)NCC2OCCN2S(=O)(=O)c2cccs2)cc1 (configuration not stated)	-8	-8	0.3	-3	-2.1	2	-1	1	-1	97
O=C(c1ccc(Cl)c([N+](=O)[O-])c1)N(Cc1ccccc1)C1CCS(=O)(=O)C1 (configuration not stated)	-1	-2	0.1	-3	0.8	-1	0	17	6	94
CCc1noc(C)c1C(=O)N(CC)CC(=O)NCc1ccc(F)cc1	1	1	-0.3	-11	-0.5	3	-1	4	-5	99
O=C(Nc1cccc(Br)c1)c1ccc(CSc2ccccc2)cc1	5	-5	0.2	-2	3.5	-4	-2	0	-1	102
Cc1ccc(S(=O)(=O)N2CCOCC2)cc1NC(=O)C(c1ccc(Cl)cc1)C(C)C (configuration not stated)	-4	0	0.4	-1	-0.2	3	-3	8	5	98
O=C1C2CCCCN2C(=O)N1CCCCN1CCN(c2cccc(C(F)(F)F)c2)CC1 (configuration not stated)	-4	-6	-0.1	-2	-1.3	8	-2	3	10	102
CCOC(=O)c1c(C)[nH]c(C(=O)Cn2nnc(-c3ccccc3Cl)n2)c1C	-7	0	0.2	1	2.0	-8	-3	4	-3	91
Cc1cc(Br)c2c(c1)=C(c1sc(N3CCCCCC3)nc1O)C(=O)N=2	4	-2	-0.3	-8	-1.4	6	0	3	-3	93
C/C(=N\NC(N)=O)c1ccc(Cl)cc1	21	1	0.2	-5	-1.0	-1	3	-6	1	109
CCCCn1c(N)c(N(CC(C)C)C(=O)CSc2nnc(-c3ccc(Cl)cc3)o2)c(=O)[nH]c1=O	0	8	0.0	-6	-1.1	1	0	13	0	99
COc1ccc(CN2CCC(C(=O)NC(C)c3cccc4ccccc34)CC2)cc1 (configuration not stated)	.	1	0.3	.	-1.3	2	-3	-2	-7	95
Cc1ccnc(SC2CC(=O)N(c3ccc(C(C)C)cc3)C2=O)n1 (configuration not stated)	5	-4	0.1	-2	0.1	-1	2	11	3	101
Cc1ccccc1C(=O)Nc1nnc(-c2cccnc2)o1	7	-2	-0.1	-1	2.7	2	2	14	-7	109
Oc1ccc(N2CCN(c3ncnc4sc(-c5ccccc5)cc34)CC2)cc1	-10	-6	0.1	-4	48*	-1	-5	4	4	92
O=C(COC(=O)CCc1c[nH]c(=O)[nH]1)Nc1ccccc1	8	2	-0.3	.	-2.6	2	1	0	2	94
O=S(=O)(Nc1ccc(Oc2ncccn2)c(Cl)c1)c1ccc(F)cc1	12	-1	0.1	-4	-1.9	-1	1	6	-4	93
CCn1c2ccccc2c2cc(NC(C)=O)ccc21	-4	-2	0.1	.	-1.4	-6	0	4	-4	100
O=C(N/N=C\C=C\c1ccc2c(c1)OCO2)C1COc2ccccc2O1 (configuration not stated)	12	8	-0.5	0	-2.2	15	1	-3	4	107
CCOC(=O)C1[C@H]2C(=O)N(C(C)c3ccc(OC)cc3)C[C@]23C=C[C@H]1O3 (some centres not stated)	-10	-1	-0.1	-9	-1.4	0	-1	7	-5	102
O=C(O)CNC(=S)NCc1ccccc1	-3	-2	-0.5	1	0.1	7	-1	13	-6	95
Cn1cc(Cl)c(C(=O)NC2CCCCCC2)n1	5	4	0.0	-5	-0.2	3	0	3	7	91
New compounds follow:
SMILES	Vif imaging	m5-HT2A agonist	aDG glyco up	CaV13 FRET inh	MC4R barr agon	H9c2 protect	Glyco luc inh	MC4R antagonist	PDI turbidity	ABCB6 inh MLPCN
CCC1=C(OC(=O)N(CC)CC)N2C(=O)OC(=NCCc3c[nH]c4ccccc34)[C@]2(C)[C@H]2C1=CC[C@H]1C(=O)N(CC(=O)OC)C(=O)[C@H]12	.	5	0.3	-5	1.3	1	-4	9	-1	99
O=C(CSc1nccn(-c2ccc(Br)cc2)c1=O)NCc1ccccc1	11	-8	0.7	-14	-1.1	-2	-2	14	-6	97
C=CC[C@@H](CC(=O)OC(C)(C)C)C(=O)OC[C@H]1CCCN1C(=O)[C@@H](CC=C)CC(=O)N[C@H](CO)Cc1ccccc1	-13	5	-0.2	-12	0.0	3	3	5	3	90
CC1CN(C(=O)c2cc3c(=O)n4ccccc4nc3n2C)CC(C)O1 (configuration not stated)	-2	0	-0.1	-4	2.2	2	-1	3	-3	99
C=CCn1c2ccccc2c(=O)c2cc(C#CC3(O)CCCCC3)ccc21	11	1	1.2	9	0.0	-9	0	11	-6	104
CCCNC(=O)c1ccccc1NC(=O)C1COc2ccccc2O1 (configuration not stated)	-1	0	0.0	-5	-1.5	5	-3	2	-4	98
CCN(CC(=O)Nc1ccc(OC(F)F)cc1)C1CCCCC1	-1	-3	0.1	6	-0.7	-3	-3	2	-2	98
O=C(C[n+]1cccc(C(=O)Nc2ccccc2)c1)c1ccc(Cl)cc1	.	1	-0.4	-12	.	.	.	.	.	104
Cn1cc(Cc2ccc(C(=O)N3CCN(Cc4ccccc4)CC3)cn2)c2ccccc21	17	-2	0.3	-7	2.1	-1	-1	18	3	95
O=C(c1cc2c(s1)-c1ccccc1OC2)N1CCN(c2ccccc2)CC1	.	-5	0.0	-7	0.2	0	0	11	0	102
CN(C)CCCNC(=O)c1cc(Br)ccc1O	1	1	-0.1	-3	0.8	4	4	-4	0	97
COCCCNc1ccn2nc(-c3cccc(Cl)c3)cc2n1	-8	-7	0.4	-6	-2.8	-6	-11	6	3	93
O=C(NCc1ccccc1)c1ccc(OCC2CCCO2)cc1 (configuration not stated)	5	-2	0.1	-2	-1.6	-6	-1	-4	-4	99
CC(=O)c1ccc(NC(=O)c2c(C)nn(-c3ccccc3)c2Cl)cc1	-9	-4	0.0	2	0.6	11	-2	20	0	104
COc1ccc(OC)c(-c2cc(C3CCN(C(=O)OC(C)(C)C)CC3)[nH]n2)c1	-10	-2	0.9	-2	1.2	-8	3	8	0	80
O=C(O)c1cccc(CSc2nnc(Cc3ccccc3)o2)c1	16	0	-0.2	-4	1.8	-1	0	-6	1	89
Cc1ccc(C(C[N+](=O)[O-])c2c(-c3ccccc3O)[nH][nH]c2=O)cc1 (configuration not stated)	3	-5	-0.3	-3	0.9	10	2	23	-3	92
CC(O)(c1cccnc1)c1nc(-c2ccoc2)cs1 (configuration not stated)	0	-2	0.3	-5	-2.1	2	3	6	0	96
CC(=O)c1ccc(NC(=S)NNC(=O)c2ccccc2[N+](=O)[O-])cc1	1	-6	-0.4	-2	0.0	5	1	-6	0	88
CCOC(=O)c1c(CN(C)C)n(-c2ccccc2)c2cc(Br)c(O)cc12	10	5	0.0	-4	2.0	3	-1	28	40*	95
CCCOC(=O)c1[nH]c2c(c1C)C(=O)CC(c1cccs1)C2 (configuration not stated)	5	0	0.2	-5	-0.1	5	21	-6	-4	99
Cc1ccc(/C=N/NC(=O)CCCOc2ccc(Cl)cc2Cl)cc1[N+](=O)[O-]	-3	-6	-0.1	-5	9.0*	-20	-1	6	-4	100
O=c1oc2c3c(nn2c2ccccc12)CCCC3	3	-4	-0.3	-2	0.8	4	0	21	-8	99
CC(C)n1c(SCC(=O)Nc2ccccc2)nc2c1c(=O)[nH]c(=O)n2C	7	1	0.0	-4	-1.7	8	3	-5	-9	100
O=C1NC(=NCc2ccccc2)NC1(c1ccccc1)c1ccccc1	-3	-5	-0.1	-10	-1.4	-3	4	3	-7	98
COc1cccc(-c2csc(N3CCN(CC(=O)NNC(=O)c4ccc(Cl)cc4)CC3)n2)c1	-9	7	-0.1	-7	8.8*	8	-2	0	-1	95
S=c1[nH]nc(C2CC2c2ccc(Cl)cc2)n1-c1ccc(Cl)cc1 (configuration not stated)	-7	9	-0.2	-15	11*	-4	1	1	-9	98
